# Source: PubChem
# Pol kappa inh: blocks human DNA polymerase kappa activity. Q9UBT6. purified Pol kappa, fluorescent DNA synthesis assay, 10 min. Potency, µM (top dose mostly 107 µM), for inactives: at the highest dose activity, negative = inhibition, hits mostly inhibitors. hit rate 0.53% among 400,000. AID 588579; note: % is set by controls: 0 for no effect and ±100 for the full control effect
#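 50 nM final substrate added after 15 min RT preincubation of 10 nM Pol kappa with compound; fluorescence read at 0 and 10 min.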
# POLI inh: inhibitors of human DNA polymerase iota; Potency, µM (titrated, usually from 115 µM), without a hit: top-dose activity, negative = inhibition, usual class: inhibitors; hit rate 1% among 390,000; Pol iota fluorescent replication assay, 10 min
#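 Pol iota at 10 nM preincubated 15 min with compounds at room temperature; reaction started with fluorescent substrate, 50 nM final. Fluorescence read kinetically at 0 and 10 min; buffer-only wells as negative control.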
# Pol eta inh: inhibitors of human DNA polymerase eta | hit rate 1.2% among 390,000 | recombinant Pol eta, fluorescent DNA replication assay | Potency, µM (highest dose often 114 µM), for the others: top-dose activity change, negative = inhibition, most hits filed as inhibitors | Q9Y253; note: % is set by controls: 0 for no effect and ±100 for the full control effect
#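 Fluorescent replication assay: 50 nM final substrate added after a 15 min room-temperature compound preincubation with 10 nM enzyme. Signal taken at 0 min and again at 10 min.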
# G9a inh: G9a (human) methyltransferase inhibition. Q96KQ7. Potency, µM (titrated, usually from 102 µM), for inactives: at the top dose activity, negative = inhibition, hits mostly inhibitors. AID 504332. G9a H3K9 monomethylation, AlphaScreen, 2 h. hit rate 8.8% among 350,000; note: % is set by controls: 0 for no effect and ±100 for the full control effect; nearly all actives have a fitted effect of over 75% in size
# Target sequence (Q96KQ7 913-1193 limits assumed): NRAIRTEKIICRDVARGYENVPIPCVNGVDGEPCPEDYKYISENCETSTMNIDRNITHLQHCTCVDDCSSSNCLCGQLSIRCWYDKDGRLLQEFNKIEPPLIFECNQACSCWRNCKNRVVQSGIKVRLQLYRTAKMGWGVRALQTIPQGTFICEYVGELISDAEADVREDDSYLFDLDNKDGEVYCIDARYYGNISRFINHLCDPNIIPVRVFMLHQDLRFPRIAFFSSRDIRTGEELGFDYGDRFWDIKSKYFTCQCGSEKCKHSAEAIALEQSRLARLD
#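 Methyltransferase reactions run at room temperature for 2 h (20 nM enzyme, 500 nM biotin-H3K9 peptide, 20 uM SAM) after a 15 min compound preincubation; product detected by AlphaScreen beads and anti-H3K9me1 antibody.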
# APE1 inh: inhibitors of human APE1 endonuclease. recombinant APE1, TAMRA/BHQ-2 abasic DNA cleavage fluorescence. Potency, µM (highest dose often 65.8 µM), for the others: at the top dose activity change, negative = inhibition, actives largely listed as inhibitors. hit rate 0.35% among 350,000;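 note: plate controls were vehicle for no effect and reference inhibitor for full effect; nearly all actives have a fitted effect of over 55% in size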
# Target sequence (P27695 whole entry, looked up): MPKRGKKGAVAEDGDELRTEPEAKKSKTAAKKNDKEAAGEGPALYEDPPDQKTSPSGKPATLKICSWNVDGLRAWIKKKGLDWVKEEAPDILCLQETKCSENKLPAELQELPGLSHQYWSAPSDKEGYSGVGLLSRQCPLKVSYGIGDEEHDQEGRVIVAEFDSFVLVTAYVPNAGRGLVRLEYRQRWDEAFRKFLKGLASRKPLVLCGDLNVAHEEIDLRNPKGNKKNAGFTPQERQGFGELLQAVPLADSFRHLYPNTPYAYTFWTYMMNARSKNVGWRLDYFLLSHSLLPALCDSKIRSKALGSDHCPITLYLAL
#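 Quantitative HTS: incision of a TAMRA/BHQ-2 double-stranded substrate bearing a tetrahydrofuran abasic site by 0.75 nM APE1 raises fluorescence. Substrate 50 nM final, added after 15 min compound preincubation at room temperature; progress as third-minus-first kinetic read difference.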
# POLB inh: blocks human DNA polymerase beta activity | P06746 | Pol beta primer extension/strand displacement, fluorescence kinetic | Potency, µM (titrated, usually from 114 µM), without a hit: top-dose activity change, negative = inhibition, usual class: inhibitors | hit rate 1.3% among 340,000; note: % is set by controls: 0 for no effect and ±100 for the full control effect
#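 Reaction started by 50 nM substrate onto compound-treated Pol beta (10 nM, 15 min preincubation, room temperature); plates read at 0 min and 10 min. Normalized concentration-effect data fitted by four-parameter Hill equation.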
# BAZ2B inh: blocks human BAZ2B | Q9UIF8 | AlphaScreen BAZ2B-H3K14Ac peptide displacement | Potency, µM (top dose mostly 114 µM), inactives show at the highest dose activity change, negative = inhibition, most hits filed as inhibitors | hit rate 4.4% among 360,000 | AID 504333; note: % is set by controls: 0 for no effect and ±100 for the full control effect; nearly all actives have a fitted effect of over 60% in size
#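 BAZ2B (50 nM) with biotin-H3(5-23)K14Ac peptide (50 nM) in PBS pH 7.4, 0.01% Tween-20, preformed 30 min, then compound 30 min at room temperature; top concentration 110uM. AlphaScreen streptavidin donor/nickel chelate acceptor beads (10 ug/mL final), 20 min dark, signal read.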
# BLM inh: blocks DNA unwinding by human BLM helicase | P54132 | recombinant BLM DNA unwinding, fluorescence dequenching | Potency, µM (titrated, usually from 56.1 µM), inactives show top-dose activity change, negative = inhibition, most hits filed as inhibitors | hit rate 0.2% among 350,000 | AID 2528;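 note: plate controls were vehicle for no effect and no enzyme for full effect; nearly all actives have a fitted effect of over 35% in size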
# Apoferritin bind: binds horse apoferritin like a general anesthetic | AID 485281 | Potency, µM (highest dose often 77.5 µM), for the others: top-dose activity change, negative = displacement, hits mostly inhibitors | P02791 | hit rate 0.074% among 350,000 | apoferritin/1-aminoanthracene competitive binding, fluorescence; note: % is set by controls: 0 for no effect and ±100 for the full control effect; nearly all actives have a fitted effect of over 20% in size
# Target sequence (P02791 2-175 limits assumed): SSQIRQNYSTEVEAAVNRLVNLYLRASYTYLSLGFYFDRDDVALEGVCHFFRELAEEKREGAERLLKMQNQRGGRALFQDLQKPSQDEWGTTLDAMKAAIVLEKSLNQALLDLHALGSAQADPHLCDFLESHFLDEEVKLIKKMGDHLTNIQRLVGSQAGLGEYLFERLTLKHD
#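 Steps: apoferritin (10 uM) was premixed with half-saturated 1-AMA in PBS, compounds were pin-transferred, plates stood 10 min at room temperature, fluorescence was read at 380/535 nm, and curves were fitted with a Hill equation.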
# * marks the source's active call; other numbers are inactive results; ? = inconclusive; / = not tested or not shown; [ ] = remark or other dose. Calls come from the whole dose curve; as a rule, active = well fitted curve in the direction sought with a large enough effect; inconclusive = small, poorly fitted or top-dose-only effect, or another doubt; inactive = no such curve, though single readings can be large; an effect the other way counts as inactive or inconclusive. Potency is the fitted concentration of half-maximal effect. These rows are one share of the data. The share of hits here may be higher or lower than overall.
# Below each compound – POLB inh, BLM inh, G9a inh, Apoferritin bind, BAZ2B inh, APE1 inh, Pol eta inh, Pol kappa inh, POLI inh
COc1cc(/C=C(/NC(=O)c2ccccc2)C(=O)N2CCOCC2)c([N+](=O)[O-])cc1OC
    24%, -11%, 19%, -11%, -15%, 12%, -5%, -12%, 24%
Cc1ccc(/C([O-])=C(/C(=S)NCc2ccco2)[n+]2ccccc2)cc1[N+](=O)[O-]
    ?, ?, 40µM*, -10%, -36%, -1%, ?, 25µM*, ?
CCOc1ccccc1CNC(=O)c1ccc(Sc2ccc(Cl)cc2)c(NC(C)=O)c1
    ?, -6%, 16%, -11%, -9%, -5%, -12%, -4%, -5%
CCn1c(SCC(=O)N2CCC(C)CC2)nnc1-c1ccco1
    20%, 2%, -30%, -22%, -4%, 29%, 3%, -10%, 17%
COc1ccc2[nH]c(C)c(C(=O)CN3CCOCC3)c2c1
    -16%, -4%, ?, -10%, ?, 0%, -6%, -16%, 4%
Cc1ccc(C)c(N2CCN(CCCNC(=O)Cn3cc4c(n3)CCCCC4)CC2)c1
    -23%, 0%, ?, -5%, -22%, -1%, -12%, 0%, -3%
CC(=O)Oc1ccc2cc(-c3ccccc3)c(=O)oc2c1
    -3%, -3%, 26%[0.501 µM], 204%[activator], 5%, -3%, -12%, -15%, 92%[activator]
CCc1c(C)sc(NC(=O)c2cc(-c3cc(OC)ccc3OC)on2)c1C#N
    9%, 1%, -29%, -12%, -23%, -4%, -11%, 3%, 0%
CCOCCn1c(SC(C)C(C)=O)nc2c1c(=O)[nH]c(=O)n2C (stereo not drawn)
    16%, -3%, -10%, -5%, -3%, 0%, -11%, -3%, -9%
CCC(Cc1ccccc1)NC(=O)CSc1ccsc1[N+](=O)[O-] (stereo not drawn)
    -11%, -2%, ?, -21%, -1%, 2%, -3%, -1%, 3%
O=C(Nc1ccccc1)C1=C[C@@H](C2CC2)C[C@@H](OCc2ccc(CO)cc2)O1
    ?, -9%, 44%[59 µM], -17%, 16%, 14%, -7%, 1%, -7%
CCn1c(=O)c2c(nc(SCc3ccccn3)n2C)n(C)c1=O
    29%, 1%, ?, -10%, 3%, -1%, 4%, -2%, 32%[activator]
CCn1c2ccccc2c2cc(NC(=O)COc3cc(C)ccc3C)ccc21
    4%, -2%, 22%[59 µM], 4%, 30%, /, -14%, 11%, 3%
CCOC(=O)Cc1csc(NC(=O)Cc2ccccc2[N+](=O)[O-])n1
    17%, -6%, -33%, -18%, -4%, 4%, -19%, -7%, 5%
O=S(=O)(Nc1ccon1)c1cc(Cl)ccc1Cl
    0%, 0%, 19%, -2%, -1%, -10%, -6%, -5%, -1%
CC(NC(=O)Cc1ccsc1)c1ccc(Cl)cc1Cl (stereo not drawn)
    0%, -10%, 3%, 2%, 5%, 20%, -2%, -6%, -17%
FC(F)(F)Oc1ccc(Nc2nc(N3CCOCC3)nc(N3CCOCC3)n2)cc1
    3%, -4%, /, -1%, ?, 13%, -1%, -4%, -3%
CC1CCc2c(sc(NC(=O)Cn3nnc(-c4ccc(C(F)(F)F)cc4)n3)c2C#N)C1 (stereo not drawn)
    29%, -1%, -19%[59 µM], -5%, -38%, /, /, -4%, ?
Cc1c(C(=O)NCCCc2ccccc2)cccc1[N+](=O)[O-]
    -1%[57.1 µM], -4%, -34%, -5%, 4%, 0%, -17%, -8%, 12%
O=C(c1cc(C(F)(F)F)cc(C(F)(F)F)c1)N1CCC2(CCCN(c3ccncc3)C2)CC1
    /, 0%, 6%[12.7 µM], /, /, 19%, /, -3%[60.1 µM], /
OC1(c2ccccn2)COc2ccccc2O1 (stereo not drawn)
    7%, 0%, -105%[59 µM], -15%, ?, 5%, -10%, 1%, 44%[activator]
Cc1ccc(SCC(=O)N2CCc3ccccc32)cc1
    1%, -10%, 43%[59 µM], 8%, 56%[activator], -6%, -9%, -10%, 8%
COc1ccc(CCNc2nnc(C)c(=O)[nH]2)cc1OC
    1%, -2%, 1%[59 µM], 6%, 11%, 3%, 12%, -4%, 26%
NC(=O)C1CCCN(C(=S)Nc2ccccc2)C1 (stereo not drawn)
    -20%, 0%, 14%, -7%, 6%, 3%, -17%, -5%, 11%
CCOc1ccc(CNCCCSc2ncccn2)cc1OC
    17%, 2%, 21%, 0%, 2%, 1%, -24%, -2%, 45%[activator]
O=C(c1nn(Cc2ccccc2)c(=O)c2ccccc12)N1CCc2ccccc2C1
    14%, -6%, -3%[59 µM], -17%, 0%, -5%, -9%, -13%, 13%
Cc1ccc(-n2nc3c(=O)n(CC(=O)NCc4ccco4)nc(C)c3c2C)cc1
    19%, -1%, ?, -13%, -5%, /, 0%, 4%, 22%
COc1cccc(CNC(=O)CCNS(=O)(=O)c2ccc(Br)s2)c1
    -11%, -6%, -6%[59 µM], -2%, 4%, 47%[12.4 µM], -22%, -5%, 86%[activator]
O=C(O)c1ccccc1C(=O)Nc1ccc(-c2csc(-c3ccccc3)n2)cc1
    -19%, 4%, ?, -16%, ?, -2%, -13%, -18%, -3%
Cn1ncc2c1ncn1nc(CCc3ccccc3)nc21
    22%, 3%, 2%[59 µM], -5%, 5%, 0%, -2%, 4%, 9%

# 5 of the compounds above, in CSV form.
SMILES,POLB inh,BLM inh,G9a inh,Apoferritin bind,BAZ2B inh,APE1 inh,Pol eta inh,Pol kappa inh,POLI inh
CC(NC(=O)Cc1ccsc1)c1ccc(Cl)cc1Cl (stereo not drawn),0%,-10%,3%,2%,5%,20%,-2%,-6%,-17%
Cc1ccc(-n2nc3c(=O)n(CC(=O)NCc4ccco4)nc(C)c3c2C)cc1,19%,-1%,?,-13%,-5%,/,0%,4%,22%
O=S(=O)(Nc1ccon1)c1cc(Cl)ccc1Cl,0%,0%,19%,-2%,-1%,-10%,-6%,-5%,-1%
Cc1c(C(=O)NCCCc2ccccc2)cccc1[N+](=O)[O-],-1%[57.1 µM],-4%,-34%,-5%,4%,0%,-17%,-8%,12%
CCn1c(SCC(=O)N2CCC(C)CC2)nnc1-c1ccco1,20%,2%,-30%,-22%,-4%,29%,3%,-10%,17%

# Further entries
# Below each compound – POLB inh, BLM inh, G9a inh, Apoferritin bind, BAZ2B inh, APE1 inh, Pol eta inh, Pol kappa inh, POLI inh
CCn1c(SCC(=O)c2cc(C)n(C)c2C)nnc1-c1ccccc1
    -14%, -3%, ?, -11%, -33%, 3%, -15%, -3%, 8%
O=C(c1ccc(COc2ccccc2)o1)N1CCN(S(=O)(=O)c2ccccc2Cl)CC1
    /, /, -7%[59 µM], /, -4%, 21%, -12%, 1%, -27%
c1ccc(CN2CCC(Nc3nc(-c4cccs4)nc4ccccc34)CC2)cc1
    3%, 53%[activator], 35µM*, -12%, ?, 5%, -27%, -14%, -4%
CCOC(=O)N1CCN(C(=O)CS(=O)(=O)c2cn(Cc3cccc(F)c3)c3ccccc23)CC1
    -10%, -4%, -45%[59 µM], -4%, -3%, -2%, 8%, -3%, 16%
CC(C)C12CN(C(=O)c3ccccc3[N+](=O)[O-])CC(C(C)C)(CN(C(=O)c3ccccc3[N+](=O)[O-])C1)C2=O
    -1%, -13%, /, 7%, -7%, 12%, -11%, 1%, 130%[activator]
CCC(CC)NC(=O)Nc1ccccc1C
    23%, 1%, 24%, -11%, -14%, -10%, -22%, -4%, 73%[activator]
O=C1CC(Nc2ccc(N3CCOCC3)cc2)C(=O)N1c1cccc(C(F)(F)F)c1 (stereo not drawn)
    -2%, 2%, 14µM*, ?, 56µM*, -4%, -8%, -13%, ?
COC(=O)c1[nH]c2ccc(F)cc2c1NC(=O)Nc1ccc(OC)cc1
    20%, -6%, 22%[2.33 µM], -1%, 8%, -2%, -9%, -4%, -6%
O=C(C(c1ccccc1)c1ccccc1)N1CCN(CC(O)COc2ccccc2)CC1 (stereo not drawn)
    7%, -4%, ?, -9%, -36%, -1%, -4%, -8%, 5%
CCCCC(=O)NS(=O)(=O)c1ccc(NS(C)(=O)=O)cc1
    -1%, 2%, 13%[59 µM], -1%, 10%, 0%, -21%, -12%, 179%[activator]
